Screens: PubChem BioAssay, several laboratories
MC4R barr agon: activates human MC4R beta-arrestin recruitment | U2OS MC4R beta-arrestin complementation, luminescence; percent of melanotan II response, DMSO zero | activation, % at 8.9 µM | 360,000 compounds, 0.98% hits | AID 540308;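 active = activation above a per-plate cutoff, the mean activation of sample wells on that plate plus 3 SD, cut at about 8% in these data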
NR2F2 inh: NR2F2 (human) inhibition, primary screen; P24468; HEK293T NGFI-A luciferase reporter, luminescence; inhibition, % at 8.6 µM; 370,000 compounds, 0.7% hits; AID 686940;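 active = inhibition above a per-plate cutoff, mean inhibition of test wells between control levels plus 3 SD, cut at about 38% in these data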;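 note: cells cotransfected with COUP-TFII expression vector driving the NGFI-A reporter; 0% = median of COUP-TF2 test wells and 100% = reporter-only cells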
NOD2-RIPK2 inh: blocks binding of human NOD2 to RIPK2; CHO BLA complementation NOD2-RIPK2, CCF4 ratio; inhibition, % at 4.98 µM; 360,000 compounds, 0.38% hits; AID 624267; in the data active = inhibition above about 21%;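 note: 0% = vehicle only and 100% = reference blocker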
ABHD5 PLIN5 PPI: blocks binding of human ABHD5 to perilipin-5 | 360,000 compounds, 0.78% hits | inhibition, % at 4 µM | Split G. princeps luciferase complementation, luminescence, 4 h;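 active = inhibition above the mean inhibition across every tested compound plus 3 SD, cut at about 22% in these data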;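 note: 0% = DMSO only wells and the 100% control is not disclosed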
NCOA1 inh: inhibitors of human steroid receptor coactivator 1 (SRC1). HEK293 GAL4-SRC1 luciferase reporter, luminescence. 360,000 compounds, 0.12% hits. Q15788. inhibition, % at 3.6 µM;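 active = inhibition above the campaign mean plus 3 SD, with each screening campaign given its own cutoff, cut at about 60% in these data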;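 note: 0% = DMSO treated cells and 100% = gossypol at 36 µM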
Target sequence (Q15788 whole entry, looked up, the tested form may be a part): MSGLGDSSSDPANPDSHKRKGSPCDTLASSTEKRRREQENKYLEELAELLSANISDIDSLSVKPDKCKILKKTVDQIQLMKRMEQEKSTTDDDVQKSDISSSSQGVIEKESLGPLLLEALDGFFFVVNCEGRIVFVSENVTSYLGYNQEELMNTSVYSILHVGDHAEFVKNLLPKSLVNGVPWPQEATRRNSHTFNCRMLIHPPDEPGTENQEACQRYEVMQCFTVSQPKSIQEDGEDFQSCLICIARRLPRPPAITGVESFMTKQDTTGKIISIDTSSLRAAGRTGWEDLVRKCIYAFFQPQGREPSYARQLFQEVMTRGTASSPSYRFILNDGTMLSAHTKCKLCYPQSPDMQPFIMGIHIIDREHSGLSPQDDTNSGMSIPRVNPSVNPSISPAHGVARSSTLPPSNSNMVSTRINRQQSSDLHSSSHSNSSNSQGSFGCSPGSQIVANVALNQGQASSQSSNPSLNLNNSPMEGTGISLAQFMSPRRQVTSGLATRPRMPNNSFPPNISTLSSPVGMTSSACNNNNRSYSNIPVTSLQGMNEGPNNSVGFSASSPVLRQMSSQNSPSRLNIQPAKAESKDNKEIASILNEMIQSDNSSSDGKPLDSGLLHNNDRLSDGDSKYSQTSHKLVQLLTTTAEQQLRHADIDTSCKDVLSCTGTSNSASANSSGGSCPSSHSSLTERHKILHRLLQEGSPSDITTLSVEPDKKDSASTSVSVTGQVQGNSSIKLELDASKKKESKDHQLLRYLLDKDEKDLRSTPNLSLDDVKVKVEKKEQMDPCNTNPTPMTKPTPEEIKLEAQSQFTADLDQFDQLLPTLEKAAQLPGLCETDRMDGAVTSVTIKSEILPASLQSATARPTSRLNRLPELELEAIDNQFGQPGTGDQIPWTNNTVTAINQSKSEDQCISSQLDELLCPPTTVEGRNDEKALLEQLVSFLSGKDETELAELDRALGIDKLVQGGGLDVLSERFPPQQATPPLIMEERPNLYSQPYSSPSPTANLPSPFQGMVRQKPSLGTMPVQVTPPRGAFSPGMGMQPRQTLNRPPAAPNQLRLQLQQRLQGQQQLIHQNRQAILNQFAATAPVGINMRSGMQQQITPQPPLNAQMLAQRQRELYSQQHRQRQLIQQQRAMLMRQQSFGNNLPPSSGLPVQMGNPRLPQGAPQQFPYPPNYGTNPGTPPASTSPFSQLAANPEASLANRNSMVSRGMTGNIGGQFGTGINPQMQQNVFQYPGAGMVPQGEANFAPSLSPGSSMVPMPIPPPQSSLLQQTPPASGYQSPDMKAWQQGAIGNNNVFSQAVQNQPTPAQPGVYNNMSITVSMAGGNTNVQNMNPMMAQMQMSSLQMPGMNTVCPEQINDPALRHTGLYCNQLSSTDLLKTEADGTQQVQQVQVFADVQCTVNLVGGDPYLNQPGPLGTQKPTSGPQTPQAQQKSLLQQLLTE
NCOA2 inhibitor: human SRC2 (NCOA2) inhibition | inhibition, % at 9 µM | HEK293 GAL4-SRC2 luciferase reporter, luminescence | Q15596 | 370,000 compounds, 0.17% hits;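 active = inhibition above the mean inhibition of all tested compounds plus 3 SD, set per campaign, cut at about 52% in these data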;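 note: 0% = DMSO treated cells and 100% = cells given Gossypol at 36 µM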
NCOA3 inh: inhibitors of human steroid receptor coactivator 3 (SRC3) | inhibition, % at 3.6 µM | AID 588352 | 360,000 compounds, 0.17% hits | HEK293 GAL4-SRC3 luciferase reporter, luminescence;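 active = inhibition above a per-campaign cutoff, the mean of all compounds plus 3 SD, cut at about 60% in these data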;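 note: 0% = DMSO-treated cells and 100% = gossypol-treated cells at 36 µM; higher means less SRC3-driven luciferase light from the GAL4 reporter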
MC4R antag cAMP: antagonists of human melanocortin 4 receptor (MC4R); P32245; MC4R-expressing cells, MTII-stimulated cAMP, LANCE TR-FRET; inhibition, % at 6.5 µM; 360,000 compounds, 0.48% hits;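 active = inhibition above its plate's cutoff, the mean of tested wells on that plate plus 3 SD, cut at about 29% in these data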;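 note: 0% = Melanotan II alone and 100% = Melanotan II plus saturating MCL0020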
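Assay system: U2OS cells stably expressing human melanocortin 4 receptor (MC4R) / Dosing: 6.5 µM / Timing: compound 30 min, challenge 1 h, detection 1 h / Measured by: Eu-cAMP/anti-cAMP TR-FRET, emission 671 nm / Replicates: singlicate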
EBV LMP1 NFkB: inhibitors of Epstein-Barr LMP1-induced NF-kappaB reporter; LMP1-induced NF-kappaB luciferase reporter cells, luminescence; inhibition, % at 12.5 µM; 350,000 compounds, 0.69% hits; AID 504558; in the data active = inhibition above about 41%;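 note: 0% = neutral control wells and 100% = reference inhibitor control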
LRH-1 inv ag: inverse agonists of human LRH-1 (NR5A2). inhibition, % at 3.6 µM. HEK293T StAR-luciferase reporter, LRH-1 transfected, 24 h. 360,000 compounds, 0.13% hits. AID 602396. O00482;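 active = inhibition above the mean inhibition of all tested compounds plus 3 SD, cut at about 73% in these data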;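 note: 0% = DMSO wells and 100% = reporter-only cells lacking LRH-1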
TLR9-MyD88 inh: blocks human TLR9 binding to MyD88 | CHO BLA complementation TLR9-MyD88, CCF4 FRET ratio | 340,000 compounds, 0.21% hits | inhibition, % at 4.98 µM | AID 504734;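 active = inhibition above the mean over all tested compounds plus 3 SD, cut at about 21% in these data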;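 note: 0% = DMSO only wells and 100% = clavulanate BLA inhibitor control wells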
Active calls of the source: *; nt = not tested or not shown. Some of the compounds tested, so the mix of outcomes need not match the whole.

SMILES	MC4R barr agon	NR2F2 inh	NOD2-RIPK2 inh	ABHD5 PLIN5 PPI	NCOA1 inh	NCOA2 inhibitor	NCOA3 inh	MC4R antag cAMP	EBV LMP1 NFkB	LRH-1 inv ag	TLR9-MyD88 inh
Cc1ccc(NC2=C(Cl)C(=O)OC2OC(=O)c2ccco2)cc1 (stereo not given)	2.7	1	-2	1	-19	10	6	0	-12	-2	-4
O=C(/C=C/c1ccccc1)Nc1cccc(C(=O)NCCCc2ccccc2)c1	0.9	-29	2	6	-15	-21	-35	5	-11	-34	4
CCCCCOC(=O)C1[C@H]2C(=O)N(c3ccccc3CC)C[C@]23C=C[C@H]1O3 (stereo not given in full)	0.0	6	-3	4	-8	4	-3	3	-9	2	14
Cc1ccc2nc(NC(=O)COC(=O)c3ccco3)sc2c1	0.6	-30	-1	2	-56	-51	-80	9	-11	-69	-11
CC[C@]1(C(=O)OC)[C@H]2C(=O)N(Cc3ccccc3)C(=O)[C@H]2[C@H]2CN=C(SCC(=O)c3ccccc3)N21	0.5	10	-12	-12	-20	1	-10	-3	2	-3	-9
Cc1ccc(-c2cc(-c3ccccc3O)nc(N/N=C/c3cccnc3)n2)cc1	1.1	13	7	-4	-5	20	-33	-3	-16	-25	-3
N#Cc1c(N2CCCCC2)nc(N)c2c(N)nc(SCC(=O)O)cc12	2.6	10	16	-10	-5	15	5	21	4	-3	-1
Cc1nnc(C)n1/N=C/c1cccn1C	1.9	1	-5	4	-17	12	-18	-6	0	2	-15
CCn1cc(CCC(=O)NCc2cccc(OC)c2OC)c2ccccc21	0.7	8	-2	-2	3	1	12	31*	8	-6	-9
CCOc1ccc(C(=O)CCC(=O)NC2=NCCS2)cc1	-1.6	6	0	-8	-10	-25	-10	0	-3	-10	-10
CCN(Cc1ccccc1)S(=O)(=O)c1cc(C(=O)NC2CCCCCC2)ccc1OC	1.2	5	2	-2	-5	-13	-1	10	4	-2	-7
COc1ccccc1N1CCN(C2CCC(C)CC2)CC1 (stereo not given)	-0.8	9	-10	-3	-17	11	9	0	-6	6	-3
CCc1noc(C)c1C(=O)OCC(=O)N(C)c1c(N)n(Cc2ccccc2)c(=O)[nH]c1=O	-2.4	-5	5	4	0	-33	3	5	-4	-6	1
COc1ccc(C2CC(=O)Oc3ccc(C(C)(C)C)cc32)cc1 (stereo not given)	5.3	3	4	-14	12	-11	1	-1	-7	21	-3
CCCC1Oc2ccccc2C(=O)N(CC(=O)c2ccc3c(c2)OCCO3)C1=O (stereo not given)	-2.1	-18	6	2	-2	-23	-56	-1	-12	4	-5
Cc1[nH]c2ccccc2c1C(=O)C(=O)N(C)C1CCCCC1	-2.7	7	-4	1	4	7	-20	-5	8	11	-4
CCOc1cc(/C=C2\SC(N)=NC2=O)ccc1O	-1.6	-6	-6	11	1	-11	-4	-17	-9	-7	4
CSc1ccc(/C=C/C(=O)OCC(=O)NC2CCCC2)cc1	2.2	-18	-6	-1	5	-2	-4	9	-6	-12	-3
CCOC(=O)C(CCCOc1ccc(C(C)CC)cc1)C(=O)OCC (stereo not given)	-1.6	13	-3	-1	7	-15	19	10	9	6	10
CCC(CC)C(=O)Nc1cccc(/C(C)=N\NC(=O)c2ccc(C)s2)c1	-0.8	-16	0	-3	-23	-26	0	8	-5	-40	-9
Cc1cc(C)n(Cc2ccc(C(=O)N/N=C/c3ccc(-c4ccc([N+](=O)[O-])cc4)o3)o2)n1	5.6	-8	8	2	2	17	-7	-4	-28	10	6
Cc1[nH]c2c(Cl)cccc2c1CCNC(=O)C1CCCCC1C(=O)OCC(F)(F)F (stereo not given)	6.9	6	1	0	14	-8	28	6	1	-26	-7
CCOC(=O)c1ccc(S(=O)(=O)N2CCC(C(=O)Nc3nnc(C)o3)CC2)cc1	-3.4	-2	5	-4	-9	6	5	-2	-1	9	-5
Cc1ccc(S(=O)(=O)Nc2ccc(OCC(=O)N3CCOCC3)cc2)c(C)c1NS(C)(=O)=O	-0.7	13	-1	0	6	4	-7	26	-1	-12	-13
N#CC1=C(N)OC2=C(C(=O)CCC2)C1c1ccccc1 (stereo not given)	3.2	-15	-17	9	-4	12	2	0	-1	1	4
More results follow.
SMILES	MC4R barr agon	NR2F2 inh	NOD2-RIPK2 inh	ABHD5 PLIN5 PPI	NCOA1 inh	NCOA2 inhibitor	NCOA3 inh	MC4R antag cAMP	EBV LMP1 NFkB	LRH-1 inv ag	TLR9-MyD88 inh
N#CCSc1nc2ccccc2c(=O)n1CCCC(=O)NCc1ccco1	2.4	1	3	10	17	-22	20	4	11	-12	-4
CN1CCC(N(C)C(=O)c2cc(-c3ccc(F)cc3)nc3ccccc23)CC1	-0.4	3	7	6	-1	-25	-7	5	4	-34	0
O=C(CCn1nc(-c2ccc(Cl)cc2)c2ccccc2c1=O)NN1CCOCC1	0.7	13	4	-1	-6	10	9	20	nt	-5	nt
C[C@@H]1CN(S(=O)C(C)(C)C)[C@H](CCO)/C1=C\c1ccccc1 (stereo not given in full)	0.0	12	6	-9	17	-19	9	6	-8	-2	-4
CCCCNC(=O)C[C@@H]1C[C@@]2(C(=O)OCC)CCC=C2N(CCC2=CCCCC2)C1=O	nt	-7	-2	3	nt	12	nt	nt	nt	1	nt
O=C(Nc1cccnc1)c1cc2cc(Br)ccc2o1	0.7	-42	-7	-3	-82	-37	-121	-12	-36	-113	2
Nc1[nH]c(C(=O)c2ccccc2)c(-c2cccc3ccccc23)c1C(=O)NCc1ccccc1	nt	-16	11	-4	nt	-4	nt	nt	nt	15	nt
O=C(Cn1nnc(-c2ccccc2)n1)NCC(=O)Nc1ccc(F)c(F)c1F	-1.4	5	-13	12	-6	2	-1	1	-1	13	-1
Cc1ccc2occ(/C=N/NC(=O)[C@@H](N)Cc3ccccc3)c(=O)c2c1	-1.0	18	-1	5	39	37	39	1	9	12	2
O=C(NCC(=O)N(c1ccccc1)C(C(=O)NC1CCCC1)c1cccnc1)c1cccs1 (stereo not given)	-1.5	-13	-14	1	-27	6	10	5	-1	26	-2
O=C(COC(=O)/C=C/c1ccccc1Cl)NC1CCCC1	-0.6	1	-7	-2	-20	-20	11	0	-1	-19	-1
COc1ccc(NC(=O)C(OC(=O)c2cnc(C)cn2)c2ccccc2)cc1Cl (stereo not given)	-2.4	4	3	8	8	-41	-2	11	4	-9	-9
CCn1c(SCC(=O)Nc2cc(S(=O)(=O)N3CCOCC3)ccc2OC)nnc1-c1ccncc1	-2.6	-15	5	-1	19	17	-4	14	2	8	3
COc1ccc(CCNC(=O)CNS(=O)(=O)c2ccc(Br)s2)cc1OC	-0.6	8	-10	9	-7	-4	-4	6	2	7	-2
CC(=O)Nc1ccc(NS(=O)(=O)c2ccc(OC(C)C(=O)N3CCOCC3)cc2)cc1 (stereo not given)	-1.3	4	-7	-6	-3	7	-1	1	5	5	2
COc1cc2ccccc2cc1C(=O)N1CC(C)OC(C)C1 (stereo not given)	0.3	15	-2	5	6	6	14	9	3	-12	-5
CCSc1ccc2c(c1)N(CCCN1CCN(C)CC1)c1ccccc1S2	2.7	-3	-1	24*	3	9	25	0	-12	-1	-1
CC1(C)CC(=O)C(C(C2=C(O)CC(C)(C)CC2=O)c2ccc(O)c([N+](=O)[O-])c2)=C(O)C1	-0.5	0	-2	24*	-6	-20	-20	2	9	-4	4
COc1ccccc1N1CCN(c2ccc([N+](=O)[O-])nc2)CC1	-1.1	0	-3	-8	-84	6	16	9	-2	-33	-1
CCN(CC)c1ccc(C=Nc2ccccc2C)c(O)c1	-1.6	16	-11	-4	-21	23	2	0	-7	-3	0
C=CCn1c2ccccc2c2nnc(SCC(=O)Nc3cc(C)on3)nc21	0.2	9	2	-3	-14	-13	25	-4	3	-8	6
N#Cc1cnn(-c2ncnc3sc(-c4ccccc4)cc23)c1N	3.3	7	3	9	-18	24	15	0	0	13	2
CS(=O)(=O)c1ccccc1-c1nnc(NC(=O)c2ccco2)o1	-2.1	1	-2	3	-26	-21	-3	8	2	4	-6
C=C(C)CNC(=S)Nc1sc2c(c1C(=O)OCC)CC(C)(C)OC2	-1.9	4	-4	-19	1	13	0	12	-6	21	-10

One compound at a time, as listed above. Order of screens: MC4R barr agon | NR2F2 inh | NOD2-RIPK2 inh | ABHD5 PLIN5 PPI | NCOA1 inh | NCOA2 inhibitor | NCOA3 inh | MC4R antag cAMP | EBV LMP1 NFkB | LRH-1 inv ag | TLR9-MyD88 inh
C=CCn1c2ccccc2c2nnc(SCC(=O)Nc3cc(C)on3)nc21 as listed: 0.2 | 9 | 2 | -3 | -14 | -13 | 25 | -4 | 3 | -8 | 6
Cc1ccc2nc(NC(=O)COC(=O)c3ccco3)sc2c1 as listed: 0.6 | -30 | -1 | 2 | -56 | -51 | -80 | 9 | -11 | -69 | -11
CCN(Cc1ccccc1)S(=O)(=O)c1cc(C(=O)NC2CCCCCC2)ccc1OC as listed: 1.2 | 5 | 2 | -2 | -5 | -13 | -1 | 10 | 4 | -2 | -7

Individual results from the entries so far:
Value for `COc1cc2ccccc2cc1C(=O)N1CC(C)OC(C)C1` (stereo not given) under NCOA2 inhibitor: 6
Value for `O=C(NCC(=O)N(c1ccccc1)C(C(=O)NC1CCCC1)c1cccnc1)c1cccs1` (stereo not given) under NOD2-RIPK2 inh: -14

Reformatted: results already given
| Structure | MC4R barr agon | NR2F2 inh | NOD2-RIPK2 inh | ABHD5 PLIN5 PPI | NCOA1 inh | NCOA2 inhibitor | NCOA3 inh | MC4R antag cAMP | EBV LMP1 NFkB | LRH-1 inv ag | TLR9-MyD88 inh |
| --- | --- | --- | --- | --- | --- | --- | --- | --- | --- | --- | --- |
| N#CC1=C(N)OC2=C(C(=O)CCC2)C1c1ccccc1 (stereo not given) | 3.2 | -15 | -17 | 9 | -4 | 12 | 2 | 0 | -1 | 1 | 4 |
| CCSc1ccc2c(c1)N(CCCN1CCN(C)CC1)c1ccccc1S2 | 2.7 | -3 | -1 | 24* | 3 | 9 | 25 | 0 | -12 | -1 | -1 |
